FN deposition inh – inhibitors of fibronectin matrix deposition, primary screen, AH1F cells, Alexa488-fibronectin fluorescence, plate reader; AH1F fibroblasts, overnight; inhibition, % at 12.6 µM; hit rate 0.086% among 350,000;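 active = mean inhibition across replicates of 30% or more, regardless of how many single replicates reach that level; inconclusive = mean under 30% yet at least half of replicates reach 30%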;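 also: positive control wells lacked labelled fibronectin entirely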
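Material: AH1F fibroblasts assembling fluorescent fibronectin matrix; amount: 10000 AH1F cells/well; medium: DMEM, 2% serum; reagent: Alexa488-fibronectin, 24 nM final in well; dosing: single compound dose, delivered by pin transfer; incubation: 1 h adhesion, overnight exposure; detection: fluorescence after three HBSS washes, excitation 485 nm, emission 525 nm; measure: fibronectin deposition inhibition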
EWS-Fli block – EWS/Fli-driven NR0B1 reporter inhibitors, primary screen, A673 cells, NR0B1 luciferase, luminescence, MLPCN library; AID 651661, 2012; viability-normalised; inhibition, % at 12.6 µM; hit rate 0.67% among 350,000;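 active = mean inhibition of at least 50% after viability correction, with every replicate also passing that limit; inconclusive = mean reaches 50% but only one of two replicates passes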;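 also: firefly luciferase signal divided by Alamar Blue viability fluorescence both relative to DMSO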
F508del corr – F508del CFTR correction, initial screen, CFBE line, single point; CFBE cells, YFP halide quenching; stimulated with forskolin plus potentiator P3; % fluorescence drop versus neutral controls; hit rate 0.36% among 350,000; activity (quench increase), % at 7.58 µM; AID 720511, 2013;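 active = mean added fluorescence quench of at least 8% versus neutral control, with both replicates also reaching 8%; inconclusive = only one of the mean or replicate conditions met; inactive = mean below 8% and not both replicates reaching 8%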;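 also: cells transiently co-express mutant CFTR-F508del with the halide-sensitive YFP; corrector assay measuring rescue of mutant channel to the surface after 24 h compound exposure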
INS-1E GSIS act – GLuc luminescence reporter in INS-1E cells, primary screen for activators of glucose-dependent secretion of insulin; INS-1E GLuc reporter insulin secretion, 2-3 h; activation, % at 16.6 µM; hit rate 0.61% among 370,000;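 active = lowest replicate activation of at least 40%, so every replicate reaches that level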;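 also: 0% = median of neutral control wells and 100% = median of IBMX positive control wells; some compounds called inactive have numbers as strong as hits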
PAX8 reporter – inhibitors of PAX8-driven TPO luciferase reporter, primary screen, RMG-I cells, single concentration. hit rate 1.2% among 360,000. SteadyGlo, 24 h. inhibition, % at 12.6 µM;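 active = mean replicate inhibition at least 60% with every replicate also reaching 60%; inconclusive = only one of the two criteria is met; inactive = mean below 60% and not all replicates reaching 60%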;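 also: luciferase light reporting Pax8 driven TPO promoter activity; plate controls were median of neutral control wells for no effect and mitoxantrone controls for full effect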
miR122 inh – miR-122 Renilla sensor signal increase in Huh7, primary screen, miR-122 inhibitor project, cell-based, single point, plate reader; Huh7 miR-122 Renilla luciferase sensor, 48 h; neutral wells = 0, positive control = 100; activation (reporter increase), % at 12.5 µM; hit rate 0.3% among 340,000;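 active = mean replicate activation score at least 90 and every replicate individually at or above 90; inconclusive = only one of the two criteria met; inactive = neither criterion met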;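 also: higher luciferase means less miR-122 activity so hits act as miR-122 inhibitors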
DENV2 CPE – inhibitors of DENV2 cytopathic effect, primary screen, cell-based, plate reader, single concentration. DENV2-infected cells, cytopathic effect rescue. CPE inhibition, % at 9.99 µM. hit rate 1.7% among 350,000; in the data active = CPE inhibition above about 20%, passing the limit was not always enough; inconclusive = no clear call, values can overlap the other calls; tested in BHK-21 cells;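 also: 0% = median of neutral control wells and 100% = median of positive control wells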
Active calls of the source: *; ? = inconclusive; · = not tested or not shown; & = joins results of further samples; [ ] = remark or other dose. Not a hit list; any-hit rate near 3.9%.

SMILES | FN deposition inh | EWS-Fli block | F508del corr | INS-1E GSIS act | PAX8 reporter | miR122 inh | DENV2 CPE
COc1ccccc1NC(=O)N(C)C[C@H]1OCc2cnnn2CCCC(=O)N([C@H](C)CO)C[C@H]1C | 5&5 | -6&-1 | 0.6&0.6 | -2&5 | -4&5 | -6 | 5&-4
O=C(C[C@@H]1CC[C@@H]2[C@H](COC[C@H](O)CN2S(=O)(=O)c2cccc(F)c2)O1)NC1CCC1 | 4 | -2 | -2.8 | 12 | 1 | 9[16.7 µM] | 0
Cc1ccc(OCC(=O)N2CCCC(CCC(=O)N(C)CCc3ccccn3)C2)cc1 (configuration not stated) | -3 | 9 | -0.2 | 8 | -4 | 0 | 5
O=C(CSc1nc2ccccc2c(=O)n1Cc1ccco1)N1CCCC1 | -1 | 5 | 1.6 | 8 | 0 | · | 4
c1ccc(-c2nnnn2-c2ccccc2)cc1 | 1 | 0 | -0.8 | 8 | -12 | · | -3
Cc1cnc(NC(=O)c2sc3ccccc3c2Cl)s1 | 5 | 72* | -3.3 | 1 | 6 | · | 6
COc1ccccc1N1CCN(C(=O)c2cc3ccccc3[nH]2)CC1 | 0 | 13 | -1.0 | -8 | 4 | -2 | 1
Cc1cc(N2CCN(S(C)(=O)=O)C[C@H]2C)ccc1N1CCN(Cc2ccccc2)[C@H](C)C1 | -1 | 6 | 1.6 | · | -4 | · | 0
Cc1nc(Nc2nc(CSc3nc4ccccc4[nH]3)cc(=O)[nH]2)nc2ccccc12 | · | · | · | -45 | 102* | ? | ·
COc1ccc(N2CC(C(=O)Nc3ccc(S(=O)(=O)Nc4nccs4)cc3)CC2=O)c(OC)c1 (configuration not stated) | -2 | 4 | 0.4 | 11 | -4 | -11 | -12
C[C@H](O)C#Cc1ccc2c(c1)O[C@H](CN(C)Cc1cncnc1)[C@H](C)CN([C@@H](C)CO)S2(=O)=O | -7 | -2 | 0.6 | 28 | 19 | -1[16.7 µM] | 6
Cn1c(=O)cc(OCC(=O)NCc2cccnc2)c2ccccc21 | 11 | · | · | · | -25 | -6 | ·
NS(=O)(=O)c1ccc(CCNC(=O)c2ccccc2[N+](=O)[O-])cc1 | 5 | 16 | · | · | 0 | · | 11
Cc1ccc(-c2csc(N)n2)cc1 | -17 | -71 | -3.4 | · | -165 | · | 3
O=C1NC2(CCN(Cc3ccccc3)CC2)Oc2ccccc21 | 8 | 5 | 2.2 | 2 | 15 | · | -7
CCOC(=O)c1c(C)[nH]c(C(=O)N/N=C/c2cc([N+](=O)[O-])ccc2O)c1C | 4 | 5 | 0.3 | -3 | 14 | 2 | -5
CCCNC(=O)N1[C@H](CO)[C@@H]2c3ccccc3N(C)C[C@@H]21 | · | -1 | 0.6 | -1 | -3 | 4[16.7 µM] | 12
CC1(C)N=C(SCC(=O)Nc2ccccc2)C(c2ccc(Cl)cc2)=N1 | -10 | · | · | · | 13 | -1 | ·
CCCC(=O)N1CC2(CN[C@H](CO)c3c2c2ccc(OC)cc2n3C)C1 | · | 1 | 3.8 | 4 | · | · | 0
CCNc1nc(NCC)nc(N/N=C/c2cc(OC)c(OC)c(OC)c2)n1 | 6 | 8 | -3.3 | -28 | 15 | · | -2
COc1ccc(C2CC(c3ccc(Br)cc3)=NN2C(=O)CSC2=NCCS2)cc1 (configuration not stated) | -6 | 33 | · | 0 | 12 | · | -4
CSc1ccc(CN2CCc3c([nH]c4ccccc34)C2)cc1 | -2 | -12 | 2.2 | -14 | 8 | 3 | -4
C[C@@H]1CCCCO[C@@H](CN(C)C(=O)Nc2cccc3ccccc23)[C@H](C)CN([C@H](C)CO)C(=O)c2cc(NC(=O)Nc3ccccc3)ccc2O1 | -9 | 10 | 3.3 | 16 | 34 | -9[16.7 µM] | -4
CCCCCCCCC(=O)N1C(C)CCC1C (configuration not stated) | -1 | 6 | 1.5 | · | 13 | -9 | -4
CCNC(=O)C[C@H]1CC[C@@H]2[C@@H](COc3ccc(NC(=O)Nc4ccc(F)cc4)cc3C(=O)N2C)O1 | -9 | 3 | -2.1 | -6 | -8 | 8[16.7 µM] | 19
CC(=O)Nc1ccc(S(=O)(=O)N(Cc2ccco2)Cc2cc3ccccc3[nH]c2=O)cc1 | 20 | -1 | -1.2 | -7 | 25 | 7 | 5
C[C@H](CO)N1C[C@H](C)[C@H](CN(C)Cc2ccc(C(=O)O)cc2)Oc2ccc(NC(=O)Nc3ccc4c(c3)OCO4)cc2CC1=O | · | -5 | -2.8 | 8 | -11 | 5[16.7 µM] | 5
CCCCN(CC)CCNC(=O)Cn1cc2c(n1)-c1c(oc(C(=O)N3CCCC3)c1C)CC2 | -8 | · | -3.0 | 11 | 1 | -1 | 1
CCOC(=O)c1ccc(NC(=S)NCc2ccco2)cc1 | -4 | -11 | 0.8 | 1 | -16 | 3 | ?
Cc1nc2ccccc2cc1C(=O)N/N=C/c1ccccc1[N+](=O)[O-] | 2 | · | · | 21 | 9 | · | ·
O=C(c1cccc2nccnc12)N1CCCC(Nc2ccc(F)c(F)c2)C1 (configuration not stated) | 9 | 4 | 3.0 | 16 | -3 | -7 | 1
COC(=O)C(NC(=O)C(NC(=O)C1CCC(C)CC1)C(C)C)C(C)C (configuration not stated) | -4 | 2 | 0.0 | -18 | -11 | 8 | 2
COc1cccc(NC(=O)CN(C)C(=O)CSC(=S)N2CCCC2)c1 | -1 | 6 | -1.2 | -2 | · | 0 | 31*
O=C(Nc1nsc(-c2ccccc2)n1)c1ccc(F)cc1 | -5 | -38 | -2.1 | -11 | -82 | 21 | 11
O=c1ccc2ccccc2o1 | 0 | -3 | -19 | · | -13 | -2 | 16
CN1CCN(C(=O)C[C@@H]2CC[C@H]3[C@@H](COC[C@H](O)CN3CC3CC3)O2)CC1 | 3 | -5 | 0.7 | 15 | -17 | -2[16.7 µM] | -6
CO[C@H]1CN(C)C(=O)c2cc(NC(=O)Nc3cccc(F)c3)ccc2OC[C@H](C)N(C)C[C@@H]1C | 1 | -4 | -2.1 | -2 | · | 1[16.7 µM] | 1
CCOc1cc(N2CCOCC2)c(OCC)cc1NC(=O)COC(=O)c1c(C)noc1C | 9 | 0 | · | 8 | 8 | -4 | 8
CCCC(O)C#Cc1cnc2c(c1)C(=O)N([C@H](C)CO)C[C@H](C)[C@H](CN(C)C(=O)NC1CCCCC1)O2 (some centres not stated) | · | 6 | -2.8 | 12 | 17 | 2[16.7 µM] | -1
COc1ccc(CNC(=O)C(OC(=O)c2ccco2)c2ccccc2)cc1 (configuration not stated) | 1 | -20 | 1.9 | -8 | -28 | · | 16
O=C(CCc1nc(-c2ccc(Cl)cc2)no1)NC1CCCCC1 | 0 | · | 2.2 | -4 | -5 | 0 | 16
COc1ccc(CN(C)C[C@@H]2Oc3ccc(NS(=O)(=O)c4ccc(C)cc4)cc3CC(=O)N([C@@H](C)CO)C[C@H]2C)cc1 | · | 7 | 1.3 | -14 | -14 | · | 17
C[C@@H]1OC(Nc2ccc(N=Nc3ccccc3)cc2)[C@H](O)[C@H](O)[C@H]1O (some centres not stated) | 2 | -47 | 0.4 | · | -94 | -3 | 4
Cc1cc(C)n(CC(=O)NC2CCCc3c2cnn3-c2ccc(C)c(C)c2)n1 (configuration not stated) | 0 | · | -2.7 | 9 | -73 | -3 | 6
CCOC(=O)C1(Cc2ccccc2C)CCCN(S(=O)(=O)c2cccnc2)C1 (configuration not stated) | · | 5 | -2.0 | 2 | 12 | · | -5
CCOC(=O)c1c(-c2ccccc2)oc2ccc(OC(C)=O)cc12 | · | -7 | 0.6 | 29 | · | 15 | 8
COc1ccccc1N1CCN(S(=O)(=O)c2c(C)[nH]c(=O)[nH]c2=O)CC1 | -1 | 10 | · | 7 | 16 | · | 7
CC(C)Oc1cc(F)ccc1-c1cc(C(=O)Nc2cccc(Cl)c2)[nH]n1 | 3 | -21 | 3.2 | -13 | -6 | -6 | 6
CC(C)(C)OC(=O)N1CC(O)CC1C(=O)OCC(=O)c1ccc(Cl)cc1 (configuration not stated) | -1 | · | · | -4 | · | 0 | ·
Cc1cccc(-c2ccc([C@@H]3[C@H](CO)N4C(=O)CN(C(=O)c5cccnc5)C[C@@H]34)cc2)c1 | · | 4 | -1.6 | -1 | 21 | · | -2
N#CC(c1c(Cl)cccc1N1CCCCC1)N1CCCCC1 (configuration not stated) | 4 | 7 | 0.7 | -4 | 1 | · | ?
C[C@H]1CN([C@@H](C)CO)C(=O)c2cc(NS(=O)(=O)c3cccs3)ccc2O[C@@H]1CN(C)S(C)(=O)=O | · | -43 | 0.6 | 16 | · | -9[16.7 µM] | 6
COc1ccccc1NC(=O)CN1CCN(CC(=O)Nc2ccc(OC)c(OC)c2)CC1 | 2 | 2 | -2.3 | -2 | -1 | -12 | 12
Cc1cc(C)c(-n2nnnc2SC(C)C)c(C)c1 | -5 | 3 | · | · | 9 | · | 2
COc1ccc(OC)c(NC(=O)CN(C)CC(=O)Nc2ccccc2Br)c1 | -10 | 5 | 0.5 | 10 | 11 | · | 5
CNC[C@@H]1Oc2ccc(NS(=O)(=O)c3c(C)noc3C)cc2C(=O)N([C@@H](C)CO)C[C@@H]1C | -8 | -8 | -0.1 | 1 | -4 | -6[16.7 µM] | 1
Cc1ccc(S(=O)(=O)Nc2nc3ccccc3nc2NCc2ccc3c(c2)OCO3)cc1C | -1 | · | · | -29 | -2 | · | ·
COCC(=O)N1[C@H](CO)[C@H](c2ccccc2)[C@H]1CNC(=O)c1ccccn1 | -2 | -8 | 1.1 | 5 | -5 | 33[16.7 µM] | -8
CCN(C[C@H]1N[C@@](C)(C(=O)OC)[C@H]2C(=O)N(C)C(=O)[C@@H]12)C(=O)Nc1ccc(OC)cc1 | 4 | -8 | 0.0 | -2 | -17 | · | -8
C[C@H](CO)N1C[C@H](C)[C@@H](CN(C)C(=O)c2ccccc2)OCCCC[C@H](C)Oc2ccc(NC(=O)C3CCCCC3)cc2C1=O | · | 13 | 0.1 | -9 | -2 | 16[16.7 µM] | 34*

Two entries from above, as a markdown table:
| SMILES | FN deposition inh | EWS-Fli block | F508del corr | INS-1E GSIS act | PAX8 reporter | miR122 inh | DENV2 CPE |
| --- | --- | --- | --- | --- | --- | --- | --- |
| Cc1cccc(-c2ccc([C@@H]3[C@H](CO)N4C(=O)CN(C(=O)c5cccnc5)C[C@@H]34)cc2)c1 | · | 4 | -1.6 | -1 | 21 | · | -2 |
| CCN(C[C@H]1N[C@@](C)(C(=O)OC)[C@H]2C(=O)N(C)C(=O)[C@@H]12)C(=O)Nc1ccc(OC)cc1 | 4 | -8 | 0.0 | -2 | -17 | · | -8 |

New compounds follow.
SMILES | FN deposition inh | EWS-Fli block | F508del corr | INS-1E GSIS act | PAX8 reporter | miR122 inh | DENV2 CPE
CC(=O)N(C)C[C@@H]1Oc2cc(-c3ccc(C)cc3)ccc2S(=O)(=O)N([C@H](C)CO)C[C@@H]1C | · | -5 | -1.1 | 4 | · | -6[16.7 µM] | -9
Cc1cc(C)n(-c2ccc(C(=O)N3CCN(S(=O)(=O)c4ccc(C(C)C)cc4)CC3)cc2)n1 | 1 | 4 | 3.1 | 3 | 0 | -9 | -6
Cn1c(=O)c2c(nc(Sc3ccccc3N)n2C)n(C)c1=O | 3 | 6 | 0.1 | -2 | -6 | · | -4
CC(=O)c1cccc(S(=O)(=O)Nc2ccccc2N2CCOCC2)c1 | 4 | -1 | 1.5 | -15 | 4 | -12 | 0
NNC(=O)c1oc2ccccc2c1-n1cccc1 | · | 10 | -3.8 | 11 | -18 | -3 | -1
COc1ccc(Cc2nc(-c3ccccc3)no2)cc1 | 6 | · | · | 3 | · | -6 | ·
O=C1CNC(=O)/C1=C/c1ccc(Br)cc1 | -6 | -6 | 0.3 | -3 | 7 | -6 | 8

Bioassay records from PubChem.
